Screening results (PubChem)
RmlCD inh 1536 – blocks M. tuberculosis RmlC and RmlD coupled enzymes; actives 0.03% (n = 160,000); P9WH09+P9WH11; RmlC+RmlD coupled enzyme assay, percent inhibition; primary screen in compound mixtures; AID 1533; inhibition, % at 3.6 µM; in the data active = inhibition mostly above about 34%, no sharp cut-off; note: some results filed as inactive read as strong as hits
Target sequence (P9WH09 whole entry, looked up): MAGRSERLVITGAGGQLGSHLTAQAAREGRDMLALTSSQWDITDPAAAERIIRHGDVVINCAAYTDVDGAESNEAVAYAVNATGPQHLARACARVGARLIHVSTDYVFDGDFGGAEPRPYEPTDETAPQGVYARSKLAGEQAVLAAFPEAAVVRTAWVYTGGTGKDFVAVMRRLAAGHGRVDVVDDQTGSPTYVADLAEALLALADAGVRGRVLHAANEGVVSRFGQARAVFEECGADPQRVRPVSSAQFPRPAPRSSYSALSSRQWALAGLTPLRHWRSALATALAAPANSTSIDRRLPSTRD
Target sequence (P9WH11 whole entry, looked up): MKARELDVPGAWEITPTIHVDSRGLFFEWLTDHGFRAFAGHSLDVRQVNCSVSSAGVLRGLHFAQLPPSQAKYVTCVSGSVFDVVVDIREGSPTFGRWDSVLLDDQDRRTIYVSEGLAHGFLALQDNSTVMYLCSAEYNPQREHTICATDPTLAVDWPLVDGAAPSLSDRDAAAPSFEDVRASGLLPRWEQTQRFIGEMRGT
M. tuberculosis GlmU – inhibition of mycobacterial GlmU enzyme – biochemical, glucosamine-1-phosphate acetyltransferase (AID 1376); M. tuberculosis GlmU acetyltransferase enzyme assay; higher % means a stronger effect; inhibition, %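 (tested at 30 µM in the primary screen)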, or IC50 in µM where a hit was titrated; actives 0.25% (n = 220,000); in the data active = inhibition above about 13%;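 note: 0% = complete reaction with vehicle and 100% = reaction without substrate; strong numbers were not always called active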
* marks the source's active call; other numbers are inactive results; · = not tested or not shown. This is a subset; rates above refer to the full screens.

No. | smiles | RmlCD inh 1536 | M. tuberculosis GlmU
1 | COc1ccc(NC(=O)CC2C(=O)N(c3ccc(Cl)cc3)C(=S)N2CCc2ccccn2)cc1 (stereo not given) | -13 | 0.5%
2 | CCOC(=O)c1c(C)n(C)c2ccc(OC)c(NS(=O)(=O)c3ccc(Cl)s3)c12 | -3 | 0.5%
3 | S=c1[nH]nc(C2CCCCC2)n1/N=C/C(Cl)=C\c1ccccc1 | 12 | -1.8%
4 | CCOc1ccc(N2C(=O)/C(=C\c3ccc(O)c(OC)c3)S(=O)(=O)C2c2cccc([N+](=O)[O-])c2)cc1 (stereo not given) | -8 | 0.9%
5 | Clc1nssc1=Nc1ccc(Br)cc1 | 5 | 18%
6 | Cc1nn(-c2ccccc2)c(N)c1C(c1ccc(C(C)C)cc1)c1c(C)nn(-c2ccccc2)c1N | · | 1.9%
7 | Cn1c2ccccc2c2c(C(=O)O)cn(C3CCCC3)c(=O)c21 | 4 | -6.7%
8 | CSc1nc(C)cc(Oc2ccc(=O)n(C)n2)n1 | 55 | -0.9%
9 | Cc1cc(NC(=NC2CC2)c2ccccc2)n(-c2ccccc2)n1 | 7 | 2.3%
10 | CCOc1ccc(C(=S)N2CCN(C)CC2)cc1 | -13 | -5.2%
11 | O=C(NCc1cccnc1)c1ccc(Br)s1 | · | 1.8%
12 | O=C(NCc1n[nH]c(=S)n1-c1ccc([N+](=O)[O-])cc1)c1ccc(S(=O)(=O)N2CCOCC2)cc1 | -10 | 4.3%
13 | O=[N+]([O-])c1cc(/C=N/O)ccc1N1CCCC1 | -2 | -1.6%
14 | CCOC(=O)C1CCN(C(=O)CC(NS(=O)(=O)c2ccc(OC)cc2)C(C)C)CC1 (stereo not given) | 6 | -1.1%
15 | O=C(NNC(=O)c1cc2ccccc2o1)c1ccc(Cl)cc1 | 8 | -0.9%
16 | O=C(NCc1nc2ccccc2[nH]1)C1=C[C@H](c2ccc3c(c2)OCO3)C[C@H](OCCCCO)O1 | · | -3.2%
17 | Cc1c(C(=O)O)cccc1-c1ccc(C=O)o1 | 3 | 3.0%
18 | O=C(CCSCCC(=O)NCc1ccccc1)NCc1ccccc1 | 6 | 1.2%
19 | Cc1noc(C)c1S(=O)(=O)N1CCC(C(=O)NCCN2CCC(C)CC2)CC1 | 13 | 1.7%
20 | O=C(CN1CCN(c2ccccn2)CC1)Nc1ccccc1 | -6 | -0.9%
21 | CSc1ccccc1NC(=O)c1cc(-c2cccs2)on1 | · | -2.7%
22 | COc1cccc(CN(C(=O)c2ccco2)C(C(=O)NC2CCCC2)c2cccnc2)c1 (stereo not given) | · | 6.2%
23 | Cc1ccc(S(=O)(=O)N2CCC(=O)N(CCOCc3cccc(F)c3)CC2)cc1 | · | 2.0%
24 | Cc1ccc(S(=O)(=O)NC2=NCN(CCN3CCOCC3)CN2)cc1 | -1 | 0.2%
25 | C=CCc1cc(C)ccc1OCCCC(C(=O)OCC)C(=O)OCC | -1 | 0.8%
26 | O=C(O)CSc1nnc(COc2cccc3cccnc23)n1-c1cccc(C(F)(F)F)c1 | 7 | -5.8%
27 | CCCC1C2CN(C(C)C)CC=C2C(C#N)=C(N)C1(C#N)C#N (stereo not given) | -4 | ·
28 | COC(=O)c1c(NC(=O)COC(=O)CNC(=O)c2ccco2)sc(C)c1C | -6 | 0.7%
29 | COc1ccc(N=Cc2cccc(C)c2O)cc1Cl | 5 | -3.0%
30 | CC(C)=CCCC1=CCC(/C=N/NC(N)=O)C(C)C1 (stereo not given) | · | 0.8%
31 | COc1ccc(OC)c2[nH]c(=O)c(CCNC(=O)c3cccs3)cc12 | -15 | 6.2%
32 | CCOC(=O)c1ccc(NC(=O)CSc2nc3sc(C(=O)O)c(C)c3c(=O)[nH]2)cc1 | -8 | 1.2%
33 | CCN(CC)C(=O)C(C)N(C#N)c1nc(NC(C)C)nc(NC(C)C)n1 (stereo not given) | · | 2.4%
34 | O=C(CSc1ncn[nH]1)N1CCOCC1 | -12 | -2.8%
35 | Fc1ccccc1-n1cc(-c2ccccc2)[nH]c1=S | 53 | -4.4%
36 | CC(C)CC1=NN2C(=N)/C(=C\c3coc4ccccc4c3=O)C(=O)N=C2S1 | -3 | -1.1%
37 | CC(C)(C)c1[nH]nc2c1C(Cc1ccccc1)C(C#N)=C(N)O2 (stereo not given) | -8 | -0.4%
38 | COc1ccc(C(=O)NC(NC(=O)c2ccc(OC)cc2)c2ccccc2F)cc1 | 3 | 1.4%
39 | CN(C)c1nc(N)nc(Cn2nnc(-c3ccc(C(F)(F)F)cc3)n2)n1 | 10 | 1.3%
40 | Oc1ccccc1C=NC(c1ccccc1)C(O)c1ccccc1 (stereo not given) | · | -3.5%
41 | COC(=O)c1oc2ccccc2c1-n1cccc1 | 9 | -3.4%
42 | Cc1cc(CNC(=O)COc2ccc(C#N)cc2)c2ccccc2n1 | -6 | 0.1%
43 | CC(C)CCn1c(=O)c(C(=O)Nc2ccccc2S(N)(=O)=O)c(O)c2ccccc21 | 8 | 0.3%
44 | O=C(NCCNC(=O)c1cc(OCC(F)(F)F)ccc1OCC(F)(F)F)Nc1ccc(OC(F)(F)F)cc1 | · | -0.3%
45 | Cc1ccc(C)c(C2(O)CC(C)N(C)CC2C)c1 (stereo not given) | -9 | 2.1%
46 | Cc1c(C(=O)Nc2ccc(-c3nnc4n3CCCCC4)cc2)oc2c1ccc1ccccc12 | · | 2.3%
47 | Cc1nnc(Cl)c2nn(-c3ccccc3F)c(C)c12 | 7 | 4.6%
48 | CCn1c(-c2cccnc2Cl)nc2cc(C)c(C)cc21 | -1 | -0.1%
49 | CCS(=O)(=O)NCC(c1ccco1)N1CCN(c2ccc(F)cc2)CC1 (stereo not given) | 30 | -1.7%
50 | COc1ccccc1Cn1c(CO)nc2ccccc21 | 18 | 1.2%

(further entries)
No. | smiles | RmlCD inh 1536 | M. tuberculosis GlmU
51 | O=C(c1cccc(F)c1)N1CCN(C(=O)c2nn3cccnc3c2Cl)CC1 | · | -0.1%
52 | O=C(CSc1ncccn1)N1CCN(C(c2ccccc2)c2ccccc2)CC1 | -44 | 3.2%
53 | CN(C)C=Nc1ccccc1C1C=NNC1=O (stereo not given) | -4 | 6.7%
54 | COc1ccccc1-n1c(O)c(C=NCc2ccc3c(c2)OCO3)c(=O)[nH]c1=O | · | 5.9%
55 | COC(=O)c1nnn(-c2nonc2N)c1CN1CCc2ccccc21 | -10 | 2.7%
56 | O=C(Nc1ccccc1Cc1ccccc1)c1oc2ccccc2c1COc1ccccc1 | 0 | 2.7%
57 | Nc1cc(C2CCCC2)nn1-c1ccccc1 | 6 | -2.8%
58 | Cc1c(Cl)cccc1N=Cc1ccc([N+](=O)[O-])s1 | · | 0.0%
59 | O=C(CCc1ccc(S(=O)(=O)N2CCOCC2)cc1)N1CCN(Cc2ccc3c(c2)OCO3)CC1 | -6 | 1.0%
60 | CC(O)CNC(=O)Cc1cc(=O)[nH]c(=O)[nH]1 (stereo not given) | 0 | -3.8%
61 | CCn1c(CSc2nc3ccccc3s2)nc2ccccc21 | · | -3.0%
62 | COCCN1C(=O)c2[nH]nc(-c3ccccc3O)c2C1c1ccc(OC)cc1 (stereo not given) | · | 3.9%
63 | COC(=O)c1cccc(-n2c(C)cc(C=O)c2C)c1 | 8 | -4.8%
64 | O=C(COC(=O)CNC(=O)c1ccccc1F)Nc1ccc2c(c1)OCCO2 | 8 | -5.4%
65 | CCc1nc2ccccc2n1CC(C)C(=O)O (stereo not given) | · | 2.1%
66 | COc1ccccc1CNC(=O)c1cccc(S(=O)(=O)N2CCN(C)CC2)c1 | · | -0.7%
67 | CCn1c(C(=O)NCCCN2CCc3ccccc3C2)cc2sccc21 | 24 | -0.3%
68 | N#Cc1ccc(N2CCN(C(=O)c3cccc(F)c3)CC2)c(F)c1 | · | 1.6%
69 | Cc1ccnc(SCCn2c(N3CCN(c4ccccc4)CC3)nc3c2c(=O)[nH]c(=O)n3C)n1 | 22 | ·
70 | O/N=C1\CCCc2ccccc21 | -9 | -1.3%
71 | Cc1ccc(S(=O)(=O)Cn2nnnc2C(C(C)C)N2CCN(c3nc4ccccc4s3)CC2)cc1 (stereo not given) | · | 0.9%
72 | O=C(CN1C(=O)C2C3CC(C(Br)C3Br)C2C1=O)N1CCN(Cc2ccccc2)CC1 (stereo not given) | · | 3.6%
73 | O=C(CC(c1ccccc1)c1cc(Br)ccc1O)N1CCCCC1 (stereo not given) | · | -6.9%
74 | COc1ccc(Cn2c(=O)[nH]c3cc(C(=O)Nc4ccc(N5CCN(C)CC5)cc4)ccc32)cc1 | · | -2.7%
75 | CCOc1ccc2nc(NCCNC(=O)CC)c(C#N)cc2c1 | 8 | 1.3%
76 | O=C(CN1c2ccccc2Sc2ccccc21)NNC(=O)Nc1ccc(Cl)cc1 | 4 | -1.3%
77 | COc1ccc(CCNC(=O)CSc2nn(-c3ccccc3)c(=S)s2)cc1OC | -4 | 1.8%
78 | Cc1cc(Br)c(S(=O)(=O)NCCN2CCOCC2)cc1C | -11 | 3.0%
79 | CCOP(=O)(c1ccccc1)C1(O)CCCCC1 (stereo not given) | 39 | -4.0%
80 | CC(=O)Nc1ccc(NC(=O)Oc2ccccc2)cc1 | -5 | -13%
81 | OCc1nn2c(c1Br)NC(c1ccccc1)CC2C(F)(F)F (stereo not given) | · | 1.8%
82 | CCn1c(SCC(=O)NCc2ccc(C)cc2)nnc1-c1ccncc1 | 17 | -0.4%
83 | Cc1nc2ccccc2nc(C)c1=NOCc1ccc(C#N)cc1 | 15 | -1.1%
84 | COc1ccc(N(CC(=O)NC2CCCCC2)C(=O)CNC(=O)c2ccco2)c(OC)c1 | · | -2.8%
85 | Cc1ccc(NC(=S)NCc2ccc3c(c2)OCO3)c(C)c1 | -8 | 0.4%
86 | COC(=O)c1sccc1NC(=O)CSc1ccccc1NS(=O)(=O)c1ccc(Br)cc1 | · | -5.8%
87 | COc1ccc(C)cc1S(=O)(=O)N(CC(=O)O)c1ccccc1 | 0 | -1.7%
88 | COC(=O)C(NC(=O)Nc1ccccc1OC)C(C)C (stereo not given) | · | 2.2%
89 | CC(O)[C@H](NC(=O)C1(c2ccccc2)CCN(C(=O)OC(C)(C)C)CC1)C(=O)O (stereo not given in full) | -8 | -1.7%
90 | Cc1cc(NCCc2ccc(Cl)cc2)n2ncnc2n1 | 1 | 0.8%
91 | CC1CCCCN1CCNc1nc(=S)[nH]c2ccccc12 (stereo not given) | -6 | -1.9%
92 | CCN1CCc2c(C#N)c(NCc3ccccc3)nc(N(CC)CC)c2C1 | · | 4.3%
93 | CCCc1ccc(-c2ccc(F)c(N)c2)nc1 | -7 | 3.1%
94 | Brc1ccc2nc(-c3ccncc3)c(NC3CCCC3)n2c1 | -7 | -0.3%
95 | Cc1[nH]c2ccccc2c1-c1nc(-c2ccc(Cl)cc2)nnc1-c1ccccc1 | 6 | -4.5%
96 | Fc1ccc(NC(=S)Nc2cccc(Cl)c2)cc1 | -8 | -3.8%
97 | CCCC(=O)Nc1ccc2c(c1)nc(CCNC(=O)c1ccco1)n2C | 6 | -0.1%
98 | CC(=O)Nc1ccc(S(=O)(=O)Nc2nc3ccc(C)cc3s2)cc1 | 0 | 13%*
99 | N#CC(C#N)=NNc1ccc(S(=O)(=O)N2CCCCC2)cc1 | 0 | 6.0%
100 | COCc1[nH]nc2c1C(c1ccccc1OC)C(C#N)=C(N)O2 (stereo not given) | · | -2.7%

Retrieved one by one from the list above (two):
No. | smiles | RmlCD inh 1536 | M. tuberculosis GlmU
90 | Cc1cc(NCCc2ccc(Cl)cc2)n2ncnc2n1 | 1 | 0.8%
86 | COC(=O)c1sccc1NC(=O)CSc1ccccc1NS(=O)(=O)c1ccc(Br)cc1 | · | -5.8%

The listing picks up; the three compounds before the break are reprinted first.
No. | smiles | RmlCD inh 1536 | M. tuberculosis GlmU
98 | CC(=O)Nc1ccc(S(=O)(=O)Nc2nc3ccc(C)cc3s2)cc1 | 0 | 13%*
99 | N#CC(C#N)=NNc1ccc(S(=O)(=O)N2CCCCC2)cc1 | 0 | 6.0%
100 | COCc1[nH]nc2c1C(c1ccccc1OC)C(C#N)=C(N)O2 (stereo not given) | · | -2.7%
101 | C/C(CC(=O)Nc1cc(C)ccn1)=N\NC(=O)c1ccccc1C | 6 | 1.8%
102 | O=S(=O)(NC1CCCCC1)c1ccc(Br)cc1 | -11 | -3.5%
103 | C=CCN(CC=C)C(=S)NC(=O)c1ccc(-c2ccccc2)cc1 | -7 | 5.8%
104 | CCC(C)c1ccc(S(=O)(=O)N2CCN(C(C)CC(=O)O)CC2)cc1 (stereo not given) | 10 | -8.3%
105 | Cc1nc2nc[nH]n2c(=O)c1NS(=O)(=O)c1ccc([N+](=O)[O-])cc1 | · | 0.5%
106 | O=[n+]1c2c(n([O-])c3cc(F)c(N4CCCC4)cc31)CCC2 | · | 0.1%
107 | O=c1[nH]c2ccccc2cc1-c1nnn(-c2ccc(F)cc2)n1 | · | 1.8%
108 | Cc1nnc2n(C3CCCCC3)c(=O)c3c4c(sc3n12)CCC4 | · | 2.1%
109 | CCOC(=O)c1c(NC(=O)Cn2cc([N+](=O)[O-])cn2)sc2c1CCC2 | · | -3.9%
110 | COC(=O)C1=C(N)Oc2cc(C)n(CC3CCCO3)c(=O)c2C1c1ccccc1OC (stereo not given) | 11 | 0.6%
111 | Cc1ccc(S(=O)(=O)N2CCC(C(=O)NCCc3ccccn3)CC2)cc1 | -13 | 1.1%
112 | O=CN1CCN(C2CC(=O)N(c3ccc(Br)cc3)C2=O)CC1 (stereo not given) | · | 7.4%
113 | Cc1ccc(S(=O)(=O)NCCC(=O)O)cc1 | 9 | 1.5%
114 | CCOc1ccc(C(C)=O)cc1N1C(=O)C2C3C=CC(C3)C2C1=O (stereo not given) | 10 | 4.7%
115 | CCOC(=O)Cc1csc(NC(=O)COc2ccc3ccccc3c2)n1 | 1 | -1.7%
116 | Cc1ccccc1C(=O)N1CCCN(C(=O)c2ccccc2C)CC1 | 7 | 0.6%
117 | C#CCN(C)Cc1ccccc1 | · | -1.7%
118 | C=CCNc1nc(N)c([N+](=O)[O-])c(NCCO)n1 | -21 | 6.5%
